Screening data from PubChem.
Rtt109 Vps75 = blocks Candida albicans Rtt109/Vps75 acetyltransferase activity; inhibition, % at 34.9 µM; Q5AAJ8; purified Rtt109/Vps75, ThioGlo CoA-SH fluorescence, 4 h; hit rate 0.16% among 330,000; AID 540336;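 active = inhibition of at least 50% in every replicate; inconclusive = best replicate reaches 50% inhibition but some replicates fall short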
Target sequence (Q5AAJ8 whole entry, looked up): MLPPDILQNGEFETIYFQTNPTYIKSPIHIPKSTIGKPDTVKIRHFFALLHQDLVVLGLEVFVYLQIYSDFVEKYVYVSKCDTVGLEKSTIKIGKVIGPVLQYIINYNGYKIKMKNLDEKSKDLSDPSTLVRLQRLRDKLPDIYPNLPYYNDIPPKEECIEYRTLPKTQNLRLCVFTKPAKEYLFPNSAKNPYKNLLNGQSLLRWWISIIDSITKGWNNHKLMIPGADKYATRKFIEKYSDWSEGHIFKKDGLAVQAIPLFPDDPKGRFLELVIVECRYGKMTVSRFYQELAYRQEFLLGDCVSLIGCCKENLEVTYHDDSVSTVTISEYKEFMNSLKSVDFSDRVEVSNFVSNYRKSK
Tat export inh = blocks Tat-dependent protein export in E. coli | E. coli MC4100 TorA-mCherry Tat export, fluorescence | inhibition, % at 10 µM | hit rate 0.036% among 340,000 | AID 488895;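 active = mean replicate inhibition at least 50% and at least half of replicates individually reaching 50%; inconclusive = only one of the two criteria met; inactive = neither criterion met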;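 note: exported cargo escapes ClpAP degradation while cytoplasmic cargo is degraded and loses fluorescence; 0% = median of neutral control wells and 100% = median of NaSCN control wells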
Wnt act = activators of Wnt/beta-catenin signaling | hit rate 1.2% among 300,000 | Wnt/beta-catenin reporter cell assay, activator, plate reader | activation, % at 9.35 µM | AID 743398; in the data active = activation above about 30%, passing the limit was not always enough; inconclusive = no clear call, values can overlap the other calls;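 note: 0% = neutral control wells and 100% = positive control wells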
CDK5 inh = CDK5/p35 (human) kinase inhibition; AID 488839; Q00535+Q15078; Recombinant CDK5/p35, ADP-Glo luminescence, 60 min; inhibition, % at 10 µM; hit rate 0.01% among 330,000;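 active = highest replicate inhibition of at least 50% and at least 75% of replicates reaching 50%; inconclusive = only one of the two criteria met; inactive = both criteria failed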;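 note: plate controls were DMSO neutral control for no effect and GW8510 at 10 µM for full effect; many of its hits are not listed in these tables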
MITF act = MITF TRPM1 promoter activation in melanoma cells | activation, % at 12.5 µM | SK-MEL-5 TRPM1-promoter luciferase, 24 h; % of positive control, neutral wells = 0 | hit rate 0.75% among 300,000 | AID 588334;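 active = mean activation of at least 80% with every replicate also reaching 80%; inconclusive = mean reaches 80% but some replicate falls short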;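 note: 0% = neutral control wells and 100% = parthenolide positive control wells; values of inactives mirror those of a sister screen read the other way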
CAL PDZ FP-1 = blocks peptide binding to human CAL PDZ domain. AID 504414. purified CAL PDZ, TMR-peptide fluorescence polarization, 1 h. inhibition, % at 20 µM. hit rate 0.02% among 330,000. Q9HD26;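 active = highest replicate inhibition of at least 40%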;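 note: plate controls were DMSO neutral control wells for no effect and unlabeled competitor peptide control wells for full effect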
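material = purified tagged CAL PDZ domain construct (CerCALP) | compound dosing = 20 µM, one dose | times = 1 h at RT | measured by = fluorescence polarization from S- and P-plane intensities, G-factor corrected | read-out = inhibition from polarization loss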
CAL PDZ FP-2 = inhibitors of human CAL PDZ peptide binding. AID 602252. Q9HD26. hit rate 0.92% among 300,000. inhibition, % at 24.9 µM. purified CAL PDZ, TMR-peptide fluorescence polarization, 1 h;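 active = mean inhibition of at least 30% with at least half of replicates also reaching 30%; inconclusive = no clear call, values can overlap the other calls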;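 note: 0% = DMSO neutral control and 100% = excess unlabeled competitor peptide PRC23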
dFosB act = activators of mouse delta FosB homodimer; hit rate 0.99% among 340,000; purified delta FosB, TAMRA-CDK5 oligo fluorescence polarization; percent of positive-control signal above neutral wells; activation, % at 25 µM;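 active = mean activation above about 17%, with every replicate also reaching it, limit read from the data, passing the limit was not always enough; inconclusive = only one of the two conditions met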;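 note: fluorescence polarization rise as delta FosB binds a TAMRA Cdk5 AP-1 oligo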
Target sequence (P13346 whole entry, looked up): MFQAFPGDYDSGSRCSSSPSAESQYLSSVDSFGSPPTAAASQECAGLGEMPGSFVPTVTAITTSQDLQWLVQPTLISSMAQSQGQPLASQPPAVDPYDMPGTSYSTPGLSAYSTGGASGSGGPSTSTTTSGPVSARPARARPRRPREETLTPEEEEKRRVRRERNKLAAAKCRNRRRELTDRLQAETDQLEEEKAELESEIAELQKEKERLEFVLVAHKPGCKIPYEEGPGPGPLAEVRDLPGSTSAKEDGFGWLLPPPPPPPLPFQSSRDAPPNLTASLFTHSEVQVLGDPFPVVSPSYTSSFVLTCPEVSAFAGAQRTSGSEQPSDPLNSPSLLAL
RTF Ca sens act = increases calcium sensitivity of human cardiac regulated thin filaments | P19429+P45379 | IANBD-labeled TnC RTF fluorescence at EC20 calcium; 0% EC20 calcium, 100% full calcium | activation, % at 7.2 µM | hit rate 0.24% among 340,000;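 active = activation above the mean over all tested compounds plus 3 SD, cut at about 30% in these data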;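 note: rise in fluorescence read as greater calcium sensitivity of cardiac thin filaments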
V-ATPase pHluor = alters yeast V-ATPase proton transport | AID 504577 | response, % at 10 µM | S. cerevisiae, pHLuorin cytosolic pH fluorescence | hit rate 0.37% among 350,000; in the data active = response mostly above about 7.3%, no sharp cut-off; inactive = mostly below about 5.4%; note: actives read high; inactives centre near 0; some compounds called inactive have numbers as strong as hits; reference of the scale not given here
Starred values were filed as active, the others as inactive; ? = inconclusive; · = not tested or not shown; & = joins results of further samples.

Letters – A = Rtt109 Vps75; B = Tat export inh; C = Wnt act; D = CDK5 inh; E = MITF act; F = CAL PDZ FP-1; G = CAL PDZ FP-2; H = dFosB act; I = RTF Ca sens act; J = V-ATPase pHluor
> O=C(O)Cn1cc(/C=C2\C(=O)NC(=O)N(Cc3ccco3)C2=O)c2ccccc21
  A: -2; B: -1; C: 0; D: -4.2; E: 8; F: -2.7; G: -2; H: -11; I: 0; J: -4
> O=C(N/N=C/c1c(O)n(CCc2ccccc2)c(=O)[nH]c1=O)c1ccncc1
  A: -7; B: 8; C: ·; D: -5.0; E: 6; F: -1.1; G: -5; H: -3; I: 1; J: -1
> CN(C)c1ccc(NC(=O)CN2C(=O)CN=C(c3ccccc3)c3ccccc32)cc1
  A: -4; B: -1; C: 1; D: -0.2; E: 10; F: -0.9; G: -4; H: -8; I: 1; J: -1
> Cc1ccc(C2CC(=O)C(C=NCCN3CCN(C(=O)Cc4ccccc4)CC3)=C(O)C2)cc1 (centres undefined)
  A: 3; B: -6; C: ·; D: -1.6; E: ·; F: -1.7; G: 1; H: -9; I: 1; J: -3
> Cc1cc(=O)oc2cc(OCC(=O)N3CCN(Cc4ccc5c(c4)OCO5)CC3)ccc12
  A: -12; B: 7; C: -1; D: 0.9; E: 5; F: -0.6; G: 7; H: -14; I: -4; J: -4
> CCOC(=O)C1(CCc2ccccc2)CCN(C2CCSCC2)CC1
  A: 7; B: 3; C: -1; D: -0.5; E: -20; F: -4.3; G: 3; H: -2; I: -1; J: -3
> O=C(Cc1ccccc1)N1CCN(Cc2cccc(Br)c2)CC1
  A: -1; B: 2; C: -2; D: -0.1; E: 4; F: -0.1; G: -3; H: -4; I: -1; J: 0
> CCCCCCn1c(=O)c(C(=O)Nc2nc(CC(=O)OCC)cs2)c(O)c2ccccc21
  A: 1; B: 6; C: -1; D: -0.2; E: ·; F: -0.7; G: -6; H: -9; I: 0; J: 1
> C=CCn1c(O)c(/C=N/NC(=O)CCCC)c(=O)[nH]c1=S
  A: 10; B: 3; C: 0; D: -0.8; E: -4; F: -0.3; G: 1; H: -2; I: -2; J: 0
> COc1ccc(F)cc1C(=O)C1CCCN(Cc2cnc(C)s2)C1 (centres undefined)
  A: -1; B: -3; C: -2; D: -5.6; E: -4; F: 0.2; G: 3; H: -2; I: -1; J: 4
> Nc1c(C(=O)NCCN2CCOCC2)c2nc3ccccc3nc2n1Cc1ccccc1
  A: -60; B: 5; C: -22; D: 0.6; E: ·; F: 0.4; G: -1; H: 1; I: 0; J: 1
> CC1(C)OC(c2ccccc2)=C/C(=C/C=C2C(=O)NC(=O)NC2=O)O1
  A: -4; B: 2; C: -1; D: 4.0; E: -5; F: -2.5; G: -3; H: 4; I: 110*; J: 0
> CN(C)S(=O)(=O)c1cc(NC(=O)C[N+]23CCN(CC2)CC3)ccc1Cl
  A: -7; B: -8; C: 0; D: 0.5; E: 2; F: 0.2; G: 1; H: 0; I: 13; J: 4
> Cc1cccc(OP(=O)(NCc2ccccc2)Oc2cccc(C)c2)c1
  A: -1; B: 19; C: -1; D: 0.4; E: 8; F: -0.3; G: -3; H: -8; I: -1; J: 0
> CCCCN1C(=O)NC(=O)C2(Cc3cc(C)ccc3N(C)C2)C1=O (centres undefined)
  A: -9; B: 3; C: ·; D: -2.0; E: 1; F: -0.3; G: ·; H: -15; I: -2; J: -2
> COC(=O)c1ccc(N2CCN(C)CC2)c([N+](=O)[O-])c1
  A: 0; B: 0; C: -1; D: 1.2; E: -2; F: -1.1; G: 4; H: 9; I: 1; J: 2
> CCC(=O)OC1CCC2C3CCC4CC(=O)C=CC4(C)C3CCC12C (centres undefined)
  A: 0; B: 0; C: -2; D: 0.9; E: -7; F: -1.5; G: -2; H: -11; I: -2; J: -5
> CN1C2CCC1C(C(=O)O)C(O)C2 (centres undefined)
  A: 17; B: -9; C: -5; D: 0.8; E: -2; F: 0.9; G: -2; H: 6; I: -8; J: 3
> C#CCOc1cc(C2C3=C(COC3=O)Nc3cc4c(cc32)OCO4)ccc1OC (centres undefined)
  A: -1; B: -8; C: ·; D: 0.6; E: -31; F: -0.4; G: 6; H: -4; I: -6; J: 0
> Cc1ccc(N2C(=O)NC(=O)/C(=C\c3cc(C)n(-c4cc(C(=O)O)cc(C(=O)O)c4)c3C)C2=O)cc1
  A: 6; B: 4; C: -2; D: 0.4; E: 11; F: -0.7; G: -3; H: -6; I: 2; J: -1
> CC(C)c1ccc(OCC(=O)N2CCN(C)CC2)c(Br)c1
  A: -1; B: ?; C: -1; D: 1.6; E: -2; F: -1.2; G: -2; H: -11; I: 3; J: 2
> CCCCn1c(=O)c(C(=O)Nc2ccccc2N)c(O)c2ccccc21
  A: -4; B: 3; C: 1; D: -0.7; E: -5; F: -0.4; G: ·; H: -4; I: 3; J: 1
> CCC1=Nc2cc(C(=O)N3CCC4(CC3)OCCO4)ccc2Sc2ccc(C)cc21
  A: 2; B: 0; C: -1; D: -0.3; E: 7; F: -2.8; G: 7; H: -21; I: 3; J: 2
> O=C(O)CN1C(=O)CN=C(c2ccccn2)c2cc(Cl)ccc21
  A: -3; B: -4; C: 3; D: -1.5; E: 4; F: 0.4; G: 2; H: 4; I: -3; J: 0
> CC(=NCCCN1CCOCC1)c1c(O)n(-c2ccccc2C)c(=O)[nH]c1=O
  A: -14; B: 7; C: 5; D: -3.2; E: ·; F: -0.2; G: -1; H: 1; I: 4; J: 0

Next part; it opens with the 6 that closed the last part.
Letters – A = Rtt109 Vps75; B = Tat export inh; C = Wnt act; D = CDK5 inh; E = MITF act; F = CAL PDZ FP-1; G = CAL PDZ FP-2; H = dFosB act; I = RTF Ca sens act; J = V-ATPase pHluor
> Cc1ccc(N2C(=O)NC(=O)/C(=C\c3cc(C)n(-c4cc(C(=O)O)cc(C(=O)O)c4)c3C)C2=O)cc1
  A: 6; B: 4; C: -2; D: 0.4; E: 11; F: -0.7; G: -3; H: -6; I: 2; J: -1
> CC(C)c1ccc(OCC(=O)N2CCN(C)CC2)c(Br)c1
  A: -1; B: ?; C: -1; D: 1.6; E: -2; F: -1.2; G: -2; H: -11; I: 3; J: 2
> CCCCn1c(=O)c(C(=O)Nc2ccccc2N)c(O)c2ccccc21
  A: -4; B: 3; C: 1; D: -0.7; E: -5; F: -0.4; G: ·; H: -4; I: 3; J: 1
> CCC1=Nc2cc(C(=O)N3CCC4(CC3)OCCO4)ccc2Sc2ccc(C)cc21
  A: 2; B: 0; C: -1; D: -0.3; E: 7; F: -2.8; G: 7; H: -21; I: 3; J: 2
> O=C(O)CN1C(=O)CN=C(c2ccccn2)c2cc(Cl)ccc21
  A: -3; B: -4; C: 3; D: -1.5; E: 4; F: 0.4; G: 2; H: 4; I: -3; J: 0
> CC(=NCCCN1CCOCC1)c1c(O)n(-c2ccccc2C)c(=O)[nH]c1=O
  A: -14; B: 7; C: 5; D: -3.2; E: ·; F: -0.2; G: -1; H: 1; I: 4; J: 0
> O=[N+]([O-])c1ccc(O)c([N+](=O)[O-])c1
  A: -1; B: 8; C: -2; D: -1.4; E: 5; F: -0.5; G: -1; H: -2; I: -4; J: -4
> COc1cc(OC)cc(-n2nc(C(=O)N3CCC4(CC3)OCCO4)c3ccccc3c2=O)c1
  A: 0; B: 0; C: -1; D: 0.7; E: ·; F: -0.1; G: ·; H: -5; I: -7; J: -5
> O=C(Cc1ccccc1)OCc1ccccc1
  A: -1; B: -2; C: 0; D: 2.0; E: 10; F: 0.0; G: -5; H: 10; I: -4; J: 2
> Oc1ccc(Cl)cc1
  A: -1; B: 6; C: -1; D: -0.3; E: -8; F: -1.4; G: 4; H: 3; I: -1; J: -2
> O=C(COC(=O)Cc1ccccc1)NC(=O)NC1CCCCC1
  A: -9; B: -7; C: 1; D: 0.0; E: 5; F: -2.7; G: -3; H: 1; I: -6; J: 1
> O=C(CCCN1CCC2(CC1)C(=O)NCN2c1ccccc1)c1ccc(F)cc1
  A: -1; B: -3; C: -9&-3; D: -1.3; E: -23; F: -1.4; G: -4; H: -5; I: -2; J: -1
> COc1ccc(C(CC(=O)N2CCC3(CC2)OCCO3)NS(=O)(=O)c2ccc(C)cc2)cc1 (centres undefined)
  A: 11; B: 2; C: ·; D: -0.9; E: 3; F: -0.4; G: -3; H: 2; I: 0; J: 3
> CCOC(=O)CC1c2ccccc2-n2nncc2CN1C (centres undefined)
  A: -11; B: 9; C: -1; D: 0.0; E: 3; F: -1.5; G: -12; H: -5; I: -1; J: 1
> CCOc1ccccc1CN1C2CCC1CC(c1ccc(C)cc1)C2 (centres undefined)
  A: 2; B: -8; C: -2; D: 1.6; E: 3; F: -3.5; G: -2; H: -10; I: 3; J: 2
> CN1CCC(N(C)c2nc(-c3ccccc3)nc3ccccc23)CC1
  A: 7; B: 7; C: ·; D: 12; E: 12; F: -1.7; G: -1; H: -13; I: -2; J: 0
> COc1c(O)ccc2c1-c1c3c(cc4c1C(C2)N(C)CC4)OCO3 (centres undefined)
  A: -2; B: 7; C: -1; D: -1.9; E: -1; F: -1.1; G: -2; H: -8; I: 3; J: 3
> CCCC(C)C1(CC)C(=O)NC(=Nc2ccccc2OC)NC1=O (centres undefined)
  A: 12; B: -5; C: ·; D: -1.1; E: -3; F: ·; G: -3; H: -7; I: 0; J: 3
> CCN1CCOC(c2ccccc2)C1 (centres undefined)
  A: 0; B: -1; C: -2; D: 1.5; E: 2; F: 0.0; G: ·; H: 2; I: -6; J: 1
> C#C[C@@]1(O)CCC2C3CCC4=C/C(=N/OCC(=O)NC(C(=O)NC(CC(C)C)C(=O)O)C(C)C)CC[C@]4(C)C3CC[C@@]21C (some centres undefined)
  A: -2; B: -2; C: -1; D: 1.0; E: 8; F: -1.7; G: -4; H: -1; I: 13; J: -2
> O=C(c1ccc(N2CCCCCC2)c([N+](=O)[O-])c1)N1CCC2(CC1)OCCO2
  A: 4; B: 20; C: -4; D: 0.8; E: 4; F: 0.1; G: 0; H: -6; I: -5; J: 1
> COc1ccc(P2(=O)Nc3ccccc3N2)cc1
  A: -10; B: 4; C: ·; D: 1.1; E: -4; F: -1.0; G: 3; H: -30; I: 17; J: 2
> O=c1[nH]c(=S)n(Cc2ccco2)c(O)c1C=NCc1cccs1
  A: -2; B: 29; C: -2; D: -1.5; E: 2; F: -3.2; G: 1; H: -12; I: -6; J: -4
> CN(C)C(=Nc1ccccc1)P(=S)(N(C)C)N(C)C
  A: 2; B: 0; C: -1; D: -0.7; E: 4; F: 0.3; G: 1; H: -3; I: 0; J: 2
> COc1ccc(C(CNC(=O)c2ccc3c(c2)CCC3)N(C)C)cc1 (centres undefined)
  A: -5; B: 5; C: 1; D: 0.3; E: 2; F: -3.0; G: -1; H: -11; I: -7; J: -3
> COc1cc2c(cc1OC)C(C(=O)N(C)C1CCCCC1)C1CCCCN1C2=O (centres undefined)
  A: 9; B: -3; C: -6; D: 0.6; E: 3; F: 0.6; G: 1; H: -2; I: 9; J: 0
> O=C(Nc1cccnc1)c1c(O)c2c(n(Cc3ccccc3)c1=O)CCCC2
  A: 0; B: -2; C: ·; D: 0.7; E: 2; F: 0.0; G: 6; H: -19; I: -3; J: -2

Some of the compounds tested; rates above refer to the full screens.
